GSTO1 inh: inhibitors of recombinant GSTO1, primary screen, counter-screen for RBBP9 inhibitor project, biochemical, fluorescence polarization. Glutathione S-transferase omega-1 (Homo sapiens), P78417. activity-based probe fluorescence polarization. inhibition, % at 5.96 µM. 1.1% of 300,000 active;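 active = inhibition above the campaign mean inhibition plus 3 SD, cut at about 35% in these data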;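 also: 0% = GSTO1-1 with DMSO and 100% = wells lacking GSTO1-1 enzyme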
Target sequence (P78417 whole entry, looked up): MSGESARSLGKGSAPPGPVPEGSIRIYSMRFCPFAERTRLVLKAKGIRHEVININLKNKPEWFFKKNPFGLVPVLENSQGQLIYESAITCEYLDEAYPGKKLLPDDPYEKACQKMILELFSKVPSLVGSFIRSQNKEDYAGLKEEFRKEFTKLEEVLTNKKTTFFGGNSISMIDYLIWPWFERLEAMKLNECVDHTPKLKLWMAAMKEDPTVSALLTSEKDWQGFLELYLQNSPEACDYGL
LYPLA2 counter: LYPLA2 inhibitors, primary screen, counter-screen for PME1 inhibitor project, biochemical, fluorescence polarization, FP-Rh probe ABPP; AID 2177, 2009; recombinant LYPLA2; 0.38% of 320,000 active; inhibition, % at 5.9 µM; Acyl-protein thioesterase 2 (Homo sapiens), O95372;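 active = inhibition above the screen-wide mean plus 3 SD, limit set per campaign, cut at about 26% in these data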;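 also: 0% = LYPLA2 with DMSO and 100% = wells lacking LYPLA2 enzyme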
pPAFAH FP inh: pPAFAH enzyme inhibitors, primary screen, biochemical, fluorescence polarization, human; Platelet-activating factor acetylhydrolase (Homo sapiens), Q13093; recombinant pPAFAH, FP-rhodamine probe fluorescence polarization; inhibition, % at 3.39 µM; 1.5% of 330,000 active; AID 463082, 2010;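 active = inhibition above the mean inhibition across the screen plus 3 SD, cut at about 25% in these data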;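 also: inhibitors block binding of the rhodamine activity-based probe so polarization drops; 0% = enzyme with DMSO and 100% = wells lacking pPAFAH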
Target sequence (Q13093 whole entry, looked up): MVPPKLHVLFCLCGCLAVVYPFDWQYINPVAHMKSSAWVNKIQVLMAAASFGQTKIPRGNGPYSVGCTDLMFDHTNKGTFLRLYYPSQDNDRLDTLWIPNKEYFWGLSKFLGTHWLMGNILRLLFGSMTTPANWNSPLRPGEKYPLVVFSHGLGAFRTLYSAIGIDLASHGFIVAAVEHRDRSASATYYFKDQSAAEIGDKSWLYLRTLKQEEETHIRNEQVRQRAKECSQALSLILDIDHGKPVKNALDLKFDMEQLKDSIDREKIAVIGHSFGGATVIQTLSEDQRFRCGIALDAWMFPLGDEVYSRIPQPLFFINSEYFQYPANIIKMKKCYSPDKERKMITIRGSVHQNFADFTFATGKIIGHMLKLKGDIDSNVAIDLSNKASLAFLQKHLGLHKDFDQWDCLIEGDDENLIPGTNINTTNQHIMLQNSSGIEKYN
PAFAH1B3 FP inh: PAFAH1B3 enzyme inhibitors, primary screen, biochemical, fluorescence polarization, human; recombinant PAFAH1B3, FP-rhodamine probe; inhibition, % at 3.39 µM; 0.28% of 340,000 active; AID 492972, 2010;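 active = inhibition above the screen-wide average of all tested compounds plus 3 SD, cut at about 25% in these data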;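 also: 0% = enzyme with DMSO only and 100% = wells lacking PAFAH1B3 protein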
PAD4 inh: human PAD4 inhibitors, primary screen, biochemical, fluorescence polarization, 1536-well format; Protein-arginine deiminase type-4 (Homo sapiens), Q9UM07; recombinant PAD4, RCA probe fluorescence polarization; inhibition, % at 6.36 µM; 0.41% of 330,000 active; AID 485272, 2010;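 active = percent inhibition above a cutoff equal to the mean of all tested compounds plus 3 SD, cut at about 15% in these data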;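 also: 0% = PAD4 with RCA probe and DMSO and 100% = probe without PAD4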
LYPLA1 counter: LYPLA1 inhibitors, primary screen, counter-screen for PME1 inhibitor project, biochemical, fluorescence polarization, FP-Rh probe ABPP | recombinant LYPLA1 | inhibition, % at 5.9 µM | 0.16% of 320,000 active | AID 2174, 2009;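 active = inhibition above the mean of all tested compounds plus 3 SD, set per campaign, cut at about 14% in these data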;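 also: inhibitors block serine hydrolase probe labeling of LYPLA1 so polarization falls; 0% = enzyme with DMSO and 100% = wells lacking LYPLA1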
PAFAH1B2 inh: PAFAH1B2 enzyme inhibitors, primary screen, biochemical, fluorescence polarization, human; recombinant PAFAH1B2, FP-rhodamine activity probe; inhibition, % at 3.39 µM; 1.2% of 340,000 active;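 active = inhibition above the mean of all tested compounds plus 3 SD, cut at about 24% in these data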;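 also: 0% = enzyme with DMSO and 100% = wells lacking PAFAH1B2; many of its hits are not listed in these tables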
PME-1 primary: PME-1 inhibitors via competitive probe labeling, primary screen, biochemical, fluorescence polarization, FP-Rh probe, HTS; Protein phosphatase methylesterase 1 (Homo sapiens), Q9Y570; recombinant PME-1; inhibition, % at 5.9 µM; 0.53% of 320,000 active; AID 2130, 2009;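 active = inhibition above the campaign mean of all compounds plus 3 SD, cut at about 26% in these data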;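 also: competitive labeling of PME-1 active site by serine hydrolase directed probe; 0% = PME-1 with DMSO and 100% = wells lacking PME-1 enzyme; inhibitors block probe labeling so polarization falls and inhibition rises; many of its hits are not listed in these tables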
Target sequence (Q9Y570 whole entry, looked up): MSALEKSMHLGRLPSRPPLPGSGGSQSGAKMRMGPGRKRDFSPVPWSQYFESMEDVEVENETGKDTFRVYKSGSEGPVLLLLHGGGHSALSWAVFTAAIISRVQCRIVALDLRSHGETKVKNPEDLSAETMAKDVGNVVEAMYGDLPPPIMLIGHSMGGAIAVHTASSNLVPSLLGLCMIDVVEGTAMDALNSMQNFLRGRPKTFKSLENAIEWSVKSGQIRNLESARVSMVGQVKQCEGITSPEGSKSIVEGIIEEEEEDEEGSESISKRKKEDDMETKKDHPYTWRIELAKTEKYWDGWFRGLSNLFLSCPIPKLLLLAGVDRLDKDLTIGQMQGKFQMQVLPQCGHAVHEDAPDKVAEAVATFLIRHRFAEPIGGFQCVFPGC
PAFAH2 inh: PAFAH2 enzyme inhibitors, primary screen, biochemical, fluorescence polarization, human; Platelet-activating factor acetylhydrolase 2, cytoplasmic (Homo sapiens), Q99487; inhibition, % at 3.39 µM; recombinant PAFAH2, FP-rhodamine activity probe; 0.99% of 340,000 active; AID 492956, 2010;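 active = inhibition above the mean over all tested compounds plus 3 SD, cut at about 30% in these data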;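 also: inhibitors block probe labeling of enzyme so polarization drops; 0% = enzyme with DMSO and 100% = wells lacking PAFAH2 protein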
* = called active by the depositor; · = no result given. Not all compounds are listed; the hit share may differ from the screen's.

SMILES	GSTO1 inh	LYPLA2 counter	pPAFAH FP inh	PAFAH1B3 FP inh	PAD4 inh	LYPLA1 counter	PAFAH1B2 inh	PME-1 primary	PAFAH2 inh
Cc1cc(C)c(C)c(S(=O)(=O)N[C@@H](C)C(=O)OC(C)C(=O)NC(N)=O)c1C (some centres not stated)	9	-1	3	6	0	3	3	8	-4
COc1ccc(Cc2nnc(NC(=O)CSc3ccccc3)s2)cc1	8	-6	1	5	2	-2	-9	-2	2
COc1ccc(C)cc1NC(=O)CN1C(=O)c2ccccc2S1(=O)=O	21	-3	4	5	-4	1	2	6	3
Cc1cc(C)c(NC(=O)CN(C)C(=O)c2ccc(OCc3ccccc3)cc2)c(C)c1	·	6	0	-2	3	-3	7	0	6
COc1ccccc1/C=C/C(=O)OCC(=O)c1c[nH]c2ccccc12	·	-42	-10	6	6	-29	1	-48	14
CCOc1ccc(N)cc1OC	20	1	3	-5	-2	2	-3	0	1
O=C(C1CCCN1S(=O)(=O)c1ccc(Cl)cc1)N1CCN(c2ccccc2)CC1 (configuration not stated)	·	·	-2	-8	1	·	4	·	-1
CC(=O)Nc1cccc(OCC(=O)NC(C)C(C)C)c1 (configuration not stated)	-3	1	10	5	-1	2	-1	-10	-4
CC1CN(c2cc(=O)n(Cc3ccc(F)cc3)c(=O)[nH]2)CC(C)O1 (configuration not stated)	1	-1	1	-5	1	0	6	0	3
Cc1ccccc1NC(=O)Cn1c(=O)oc2ccccc21	2	3	-1	8	2	-1	3	-3	5
COc1cccc(CNC(=O)CCC2CCCN(C(=O)CCc3c(C)noc3C)C2)c1 (configuration not stated)	-1	4	-2	-1	-2	1	3	-13	-4
COC(=O)c1ccc2nc(C)cc(Nc3ccc(N(C)C)cc3)c2c1	6	2	2	9	0	0	0	2	-5
O=C(O)c1ccc(/C=N/n2c(C3CCCCC3)n[nH]c2=S)cc1	-5	-1	2	3	-1	0	-1	-2	-7
CCOC(=O)c1sc(NS(=O)(=O)c2ccccc2)nc1C	-3	-1	2	5	-7	0	-1	-3	2
CSc1nnnn1-c1c(C)cccc1C	-7	2	3	6	2	-1	3	2	-7
C=C(C)CNC(=S)NNC(=O)c1ccc(Br)cc1	-3	2	5	7	-3	3	0	0	-4
CC(NC(=O)C1CCN(C(=O)c2ccc(F)cc2)CC1)c1ccc(S(N)(=O)=O)cc1 (configuration not stated)	·	·	4	13	-1	·	0	·	-1
Oc1c(/C=N/c2ncn[nH]2)ccc2ccccc12	22	7	7	13	-8	6	7	-8	9
Clc1ccc(Oc2cnns2)cc1Cl	0	8	6	-2	-1	5	0	-4	2
Cc1cc(C(=O)OCC(=O)NCc2ccc(F)cc2)c2ccccc2n1	·	4	-2	8	4	-2	2	1	-2

The last 2 compounds of the section before open the next one.
SMILES	GSTO1 inh	LYPLA2 counter	pPAFAH FP inh	PAFAH1B3 FP inh	PAD4 inh	LYPLA1 counter	PAFAH1B2 inh	PME-1 primary	PAFAH2 inh
Clc1ccc(Oc2cnns2)cc1Cl	0	8	6	-2	-1	5	0	-4	2
Cc1cc(C(=O)OCC(=O)NCc2ccc(F)cc2)c2ccccc2n1	·	4	-2	8	4	-2	2	1	-2
Cc1cc(NC(=O)Cn2c(=O)c3c(ncn3CC(C)C)n(Cc3ccccc3)c2=O)no1	4	-6	5	-6	3	2	-3	3	-15
CCCc1nnc(SCC(=O)NC2CC2)n1CC	5	-2	2	5	-4	3	1	-4	3
O=C(NCc1ccccc1Cl)C1CCCN(S(=O)(=O)c2cccc3nsnc23)C1 (configuration not stated)	-4	-3	5	-1	1	0	-2	10	9
CCc1nnc(NS(=O)(=O)c2ccc(NS(=O)(=O)c3ccccc3[N+](=O)[O-])cc2)s1	-6	-9	-1	7	-1	-1	1	-4	-2
Cc1ccc(S(=O)(=O)NN)c(C)c1N1CCCC1=O	-1	4	3	10	-1	3	8	-1	-5
CCOC(=O)C1(C)/C(=N/Nc2ccc(S(N)(=O)=O)cc2)C(=O)C(=O)N1c1ccccc1 (configuration not stated)	9	-2	2	9	-11	-4	4	-5	4
Cc1cc(NC(=O)CSc2nc(-c3cccs3)cc(C(F)(F)F)n2)no1	3	-4	4	-2	3	-4	-5	1	6
CN1CCN(NC(=O)c2ccc(S(=O)(=O)N3CCCCCC3)cc2)CC1	3	4	4	6	4	4	3	7	-9
O=C(Cn1cnc2c(NCc3ccccc3)ncnc21)NCc1nc2ccccc2[nH]1	·	·	6	8	-2	·	1	·	-2
NC(=O)c1ccc[n+](CC(=O)Nc2ccccc2C(=O)O)c1	12	2	1	2	5	1	3	2	3
O=C(Oc1cccc(/C=N/Nc2nc(Nc3ccccc3)nc(N3CCOCC3)n2)c1)c1ccco1	-4	-35	0	3	-1	-18	-4	-26	-20
Cc1nccc(-c2ccc(-n3cnc4ccccc43)cc2)n1	-9	7	4	8	-7	4	5	-3	12
CCO[C@@H]1OC(C(=O)N2CCCCCCC2)=C[C@H](c2csc3ccccc23)[C@H]1CCCO	-2	4	-5	-4	-4	0	2	-3	-4
CCC(Sc1nc(=O)cc(N)n1-c1cccc(C)c1)C(=O)Nc1cc(C)on1 (configuration not stated)	11	-5	-4	4	-7	-3	7	-1	5
COc1ccc(C(C)(C)C)cc1NC(=O)c1ccc2c(c1)SC1=NS(=O)(=O)CCN12	-16	-2	3	4	-7	-3	6	-3	-2
NS(=O)(=O)c1ccc(CNC(=O)Cc2c(F)cccc2Cl)cc1	4	-3	2	9	-5	4	-4	-2	-3
COc1ccc(OC)c(NC(=O)c2ccc(CSc3ncccn3)cc2)c1	7	5	2	11	9	-1	0	3	10
CCOC(=O)N1CCN(C(=O)CSCc2ccccc2C)CC1	-1	-3	2	3	-1	-1	0	-1	4
O=C(COc1ccc(Cl)cc1)OCC(=O)N1CCOCC1	·	·	9	14	-4	·	7	·	14
CCOC(=O)N1CCN(Cc2nc3cc(NC(=O)CC)ccc3n2CC)CC1	3	-2	1	3	-4	-1	-1	-2	0
COc1cc(OC)nc(NC(=O)NS(=O)(=O)c2ccc(F)cc2)n1	2	-5	-3	·	-3	0	·	-5	·
Cc1ccc(C)c(C(C)NC(=O)c2ccccc2Br)c1 (configuration not stated)	6	11	-6	3	0	5	-2	2	2
O=C(N/N=C/c1ccncc1)c1sc2ccccc2c1Cl	-4	-6	1	-2	2	-7	4	-2	2
CC1(C)Cc2c(sc(NC(=O)c3ccc(C(=O)c4ccccc4)cc3)c2C(N)=O)C(C)(C)N1	-13	-2	16	3	0	-8	3	1	8
CCN1C(=O)N[C@@H](c2ccco2)C(C(C)=O)=C1C	3	5	-2	2	-6	-1	-5	-5	-6
O=C(NC(=S)Nc1cc(S(=O)(=O)N2CCOCC2)ccc1O)c1ccco1	2	8	7	12	-2	3	4	-3	44*
COc1ccc(C(=O)/C=C/Nc2ccc(S(N)(=O)=O)cc2)cc1OC	-1	-4	4	10	-3	-1	-1	2	-3
CC(=O)Nc1ccc(NC(=O)C(C)OC(=O)c2c(C)nn(-c3ccccc3)c2Cl)cc1 (configuration not stated)	·	-1	-2	4	3	-2	0	3	-1
Cc1coc2c1c(C)cc1oc(=O)c(CC(=O)N[C@@H](CC(C)C)C(=O)O)c(C)c12	-4	-3	3	9	1	0	-3	-2	3
CCOC(=O)c1ccc2nc(C)c(CC)c(Cl)c2c1	13	-3	0	8	2	-1	6	3	1
O=C1C(Cl)=C(N2CCOCC2)C(=O)N1c1cccc(Cl)c1	13	0	3	3	-1	-4	0	-9	7
S=c1[nH]nc(-c2ccc(Cl)cc2)n1-c1ccc2c(c1)OCCO2	-1	2	6	6	3	-1	-2	-1	-5
COC(=O)CSc1nnc(-c2ccc(OC)c(OC)c2)o1	6	-3	-1	-2	-2	1	1	-3	-3
Cc1cccn2c(/C=N/OCc3cccc(F)c3)c(-c3ccc(Cl)cc3)nc12	1	1	2	-3	-2	0	-3	7	7
Cc1nn(CCCC(=O)Nc2cccnc2Cl)c(C)c1[N+](=O)[O-]	17	5	-1	6	-4	-1	0	2	-9
COc1cc(OC)c(C2C(C#N)=C(C)NC(C)=C2C#N)c(C(=O)O)c1	-3	0	1	12	4	0	-2	1	0
Cc1nc2sccn2c(=O)c1CCN1CCC(=C(c2ccccc2)c2ccc(F)cc2)CC1	0	-6	4	·	-4	-6	·	2	·
COCCNC(=O)c1cn(C)c2ccccc2c1=O	-8	-2	-1	6	-1	-2	2	-5	0
CC1CCC(NC(=O)c2ccc3c(c2)OCO3)CC1 (configuration not stated)	6	12	1	-5	3	7	6	0	13
COc1cc(OC)cc(-n2nnnc2SCC(=O)NC2CCCC2)c1	-2	8	4	1	2	1	8	-2	5
Cc1ccc2nc(N(CCCN(C)C)C(=O)c3cc(-c4cccs4)nc4ccccc34)sc2c1	6	2	-3	7	-2	-2	-5	-1	1
O=C(NNC(=O)c1ccccc1F)c1ccc2[nH]c(=O)c(=O)[nH]c2c1	-2	-1	9	3	-3	-1	3	-2	23
CCC1CCCCN1C(=O)c1cc2c(=O)n3cccc(C)c3nc2s1 (configuration not stated)	-6	-2	-5	9	-11	2	5	-5	-1
C[C@@H]1CN([C@H](C)CO)C(=O)Cc2cc(NC(=O)CCC(F)(F)F)ccc2O[C@@H]1CN(C)C(=O)Nc1ccccc1	·	·	2	9	5	·	-1	·	-9
O=C(Nc1ccccc1)c1cccc(N2C(=O)C3C4C=CC(C5CC45)C3C2=O)c1 (configuration not stated)	5	-5	0	-2	-11	-4	2	-7	3
Cc1cnc(CN(C)Cc2c(C(=O)N3CCc4ccccc4C3)nc3ccc(Cl)cn23)[nH]1	2	0	-3	5	2	-3	4	0	0
COc1ccc(-c2csc(NC(=O)CN3C(=O)NC4(CCCC4)C3=O)n2)cc1OC	3	7	7	0	3	6	-1	4	-2
Cc1cccc(CCNC(=O)c2cccc3c2C(=O)N(C2CCCCC2)C3)c1	-3	-1	8	4	0	-4	5	-7	-1
O=C(O)c1cnc(-c2ccccc2)nc1Oc1ccc(Cl)cc1	7	-2	-2	14	5	-3	9	1	1
CN(C(=O)CSc1nnc(-c2ccco2)n1N)C1CCCCC1	14	3	3	0	2	3	1	-2	3
O=C(COC(=O)c1ccc(N2CCOCC2)c([N+](=O)[O-])c1)Nc1ccc2c(c1)OCO2	0	-1	21	8	-2	-2	6	1	-7
CCC1(C)Cc2ccccc2C(=S)N1 (configuration not stated)	4	0	3	0	-4	-2	-4	3	1
O=C(N/N=C\c1cccc(Cl)c1)c1n[nH]c2c1CCCC2	-6	-4	-8	-8	-3	-3	6	-2	-2
COc1cc(C)ccc1OCc1cc(C(=O)N2CCCCCCC2)no1	-2	-2	-2	8	1	2	-1	-5	5
